Screening results: PubChem BioAssay, several laboratories
PLCb3 inh = inhibitors of human phospholipase C beta3. Purified PLC-beta3, fluorogenic substrate, fluorescence. inhibition, % at 12.2 µM. 370,000 compounds, 0.18% hits. AID 720704; in the data active = inhibition above about 11%;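 also: 0% = median of compound wells on plate and 100% = full blocker control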
Target sequence (Q01970 whole entry, looked up): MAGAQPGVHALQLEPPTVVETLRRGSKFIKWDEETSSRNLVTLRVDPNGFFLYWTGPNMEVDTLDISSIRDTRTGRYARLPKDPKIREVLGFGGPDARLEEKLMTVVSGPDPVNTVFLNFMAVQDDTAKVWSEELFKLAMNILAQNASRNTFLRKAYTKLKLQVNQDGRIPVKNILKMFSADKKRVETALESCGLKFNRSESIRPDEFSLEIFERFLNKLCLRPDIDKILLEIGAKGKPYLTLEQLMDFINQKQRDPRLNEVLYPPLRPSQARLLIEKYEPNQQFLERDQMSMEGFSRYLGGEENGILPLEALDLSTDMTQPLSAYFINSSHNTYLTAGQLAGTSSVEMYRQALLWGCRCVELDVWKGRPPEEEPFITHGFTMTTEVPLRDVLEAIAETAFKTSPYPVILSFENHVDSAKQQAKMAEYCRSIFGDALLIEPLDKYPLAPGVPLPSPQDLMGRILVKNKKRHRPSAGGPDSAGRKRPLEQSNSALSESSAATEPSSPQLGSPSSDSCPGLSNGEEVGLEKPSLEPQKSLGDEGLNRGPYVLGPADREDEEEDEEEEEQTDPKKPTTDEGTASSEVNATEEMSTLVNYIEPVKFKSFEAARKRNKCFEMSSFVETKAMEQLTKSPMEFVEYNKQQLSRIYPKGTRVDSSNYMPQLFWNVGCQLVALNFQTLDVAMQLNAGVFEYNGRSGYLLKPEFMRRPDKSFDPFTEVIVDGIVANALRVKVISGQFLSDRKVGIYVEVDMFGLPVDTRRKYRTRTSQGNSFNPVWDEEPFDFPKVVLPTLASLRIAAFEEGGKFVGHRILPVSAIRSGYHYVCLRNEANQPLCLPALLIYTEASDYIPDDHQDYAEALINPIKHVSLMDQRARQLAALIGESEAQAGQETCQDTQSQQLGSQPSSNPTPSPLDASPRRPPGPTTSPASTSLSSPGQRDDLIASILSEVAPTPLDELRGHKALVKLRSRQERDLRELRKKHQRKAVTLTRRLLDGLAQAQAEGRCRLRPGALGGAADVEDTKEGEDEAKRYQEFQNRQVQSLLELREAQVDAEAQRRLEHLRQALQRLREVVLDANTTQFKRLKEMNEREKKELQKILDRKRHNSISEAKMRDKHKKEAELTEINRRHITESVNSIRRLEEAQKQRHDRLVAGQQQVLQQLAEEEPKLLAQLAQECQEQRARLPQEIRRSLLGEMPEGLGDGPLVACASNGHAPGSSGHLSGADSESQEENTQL
hcDAF-12 act = H. contortus DAF-12 activation, primary screen; HEK293 hcDAF-12 lit1-tk-luc reporter, luminescence; 0% DMSO, 100% Δ7-dafachronic acid; activation, % at 6.8 µM; 370,000 compounds, 1.4% hits;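 active = activation above the mean of all tested compounds plus 3 SD, cut at about 5.5% in these data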;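 also: 100% = response to 3 µM Δ7-dafachronic acid high control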
GAA850 FXN act = increases GAA850 frataxin promoter reporter activity; 360,000 compounds, 0.56% hits; activation, % at 6 µM; AID 540364; HEK293 lucGAA850 FXN promoter luciferase reporter, 24 h; percent of 10 µM SAHA response;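 active = activation above the average of all compounds screened plus 3 SD, cutoff fixed separately per campaign, cut at about 7.5% in these data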;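 also: 0% = DMSO wells and 100% = 10 µM SAHA wells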
ssDAF-12 act = activates DAF-12 receptor from parasite S. stercoralis; HEK293 ssDAF-12/GRIP1 lit1-tk-luc reporter, luminescence; % of 3 µM dafachronic acid response; activation, % at 6.8 µM; 370,000 compounds, 1% hits; AID 652126;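 active = activation above the mean over all tested compounds plus 3 SD, cut at about 0.9% in these data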;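 also: 0% = DMSO-only wells and 100% = 3 µM delta7-dafachronic acid wells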
SMARCA2 act = activators of SMARCA2 function; activation, % at 9.1 µM; 370,000 compounds, 1% hits; AID 652017; MG213 cells, MMTV-luciferase reporter, dexamethasone, overnight; in the data active = activation above about 7.8%;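 also: 0% = vehicle wells and 100% = reference activator wells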
PG9 binder = small molecules binding HIV-1 gp120 antibody PG9. TR-FRET gp120-PG9 antibody binding. 360,000 compounds, 0.43% hits. AID 624416. inhibition, % at 6.7 µM; in the data active = inhibition above about 8.5%
HGIII-sPLA2 inh = Blocks human group III sPLA2 activity. QFRET BODIPY PC-A2 liposome hydrolysis, fluorescence. inhibition, % at 12.2 µM. 370,000 compounds, 0.56% hits;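 active = inhibition above mean plus 3 SD of compounds lying within the high and low control bounds, cut at about 19% in these data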;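 also: 0% = median of test compound wells and 100% = no enzyme DMSO wells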
hgDAF12 agonist = activates the H. glycines DAF-12 receptor ligand-binding domain; HEK293 GAL4-hgDAF12 UAS-luciferase reporter, agonist luminescence; normalized to butyrate control; activation, % at 6.8 µM; 370,000 compounds, 1.8% hits; AID 687014;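 active = activation above a cutoff set at the mean of all screened compounds plus 3 SD, cut at about 10% in these data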;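 also: 0% = DMSO wells and 100% = sodium butyrate wells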
DAX1 inh-1 = DAX1 (NR0B1) inhibition, primary screen. HEK293T StAR-luciferase reporter, SF-1/DAX-1 repression relief. AID 652010. inhibition, % at 6.8 µM. 370,000 compounds, 1.1% hits;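 active = inhibition above the mean over all tested compounds plus 3 SD, cut at about 3.6% in these data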;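 also: 0% = DAX-1 cells with DMSO and 100% = cells lacking DAX-1 with DMSO; higher inhibition means more luminescence from relief of DAX-1 repression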
Rev-erbA mod = Rev-erb alpha (human) modulation; 370,000 compounds, 0.79% hits; P20393; activity, % at 10 µM; Rev-erbα–FITC-DNA binding, fluorescence polarization, 90 min;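 active = activity above about 14%, limit read from the data; passing the limit was not always enough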;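 also: 0% = DMSO wells with 35 nM protein and 100% = DMSO wells with 750 nM protein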
DAX1 inh-2 = inhibits human nuclear receptor DAX1. HEK293 Gal4-DAX1 luciferase reporter, luminescence. inhibition, % at 6.75 µM. 340,000 compounds, 0.99% hits. AID 504766;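 active = inhibition above the mean over all tested compounds plus 3 SD, cut at about 4.2% in these data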;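 also: 0% = DAX1-transfected cells with DMSO and 100% = empty-vector control cells with DMSO; inhibition shows as a rise in luminescence from relieved DAX1 repression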
Numbers without * were called inactive; i = inactive; . = no result given.

Order of results: PLCb3 inh | HGIII-sPLA2 inh | GAA850 FXN act | hcDAF-12 act | DAX1 inh-1 | DAX1 inh-2 | ssDAF-12 act | hgDAF12 agonist | Rev-erbA mod | PG9 binder | SMARCA2 act
COc1ccc(S(=O)(=O)Nc2noc3ccccc23)cc1
  -5 | -3 | 0.4 | 0.8 | -0.5 | 1.4 | -0.5 | 1.3 | -1 | -1.2 | 0
CC(C)CCNc1nc(N2CCCC2)c2c(c1C#N)CCN(C)C2
  -164 | -10 | -0.3 | -1.0 | -1.3 | 0.9 | -1.5 | -2.2 | 3 | -1.2 | -5
COc1ccc(NC(=O)CCC(=O)N2CCN(S(=O)(=O)c3ccc(C)cc3)CC2)c(OC)c1
  -5 | 2 | 0.5 | -0.7 | 1.0 | -2.0 | -0.9 | -0.1 | 9 | -2.2 | 1
C[C@H](CO)N1C[C@H](C)[C@@H](CN(C)C(=O)Nc2ccccc2)Oc2ccc(NC(=O)C3CCCCC3)cc2C1=O
  2 | -1 | 0.2 | -0.4 | 0.3 | -0.7 | -0.8 | 0.0 | 1 | -0.4 | 1
CCCCCCCC(=O)NNC(=O)CCC(=O)O
  -3 | 3 | 1.9 | -1.6 | -0.1 | -0.3 | -0.9 | 2.3 | 6 | -0.9 | 1
COc1cccc(/C=N/NC(=O)CCNc2n[nH]c(=O)[nH]c2=O)c1OC
  -11 | 8 | 1.8 | -2.5 | 1.5 | -0.6 | 1.5* | -4.8 | 1 | -3.7 | -5
O=C(Nc1ccc(N2CCOCC2)c(Cl)c1)c1ccc(S(=O)(=O)N2CCOCC2)cc1
  -13 | -7 | 3.0 | -2.1 | -0.4 | 0.0 | -1.1 | -2.2 | 3 | -1.8 | -4
Nc1ncnc2c1ncn2[C@@H]1O[C@H](CNS(=O)(=O)c2cc3ccccc3s2)[C@@H](O)[C@H]1O
  -1 | 8 | 3.3 | -1.5 | -1.5 | -0.7 | -0.9 | -2.1 | -4 | -0.6 | 1
CS(=O)(=O)N(CC(=O)N1CCCC1)c1ccc(Cl)c(Cl)c1
  1 | -2 | 0.8 | -1.0 | -0.3 | -0.6 | -1.2 | -0.8 | 5 | 0.4 | -1
COc1cc(C(=O)OCC(=O)c2cc(C)n(CC3CCCO3)c2C)cc(OC)c1C (stereo not given)
  -10 | -2 | 1.0 | 0.1 | -0.7 | 0.4 | -1.1 | 2.0 | -4 | 1.7 | -2
CCNC(=S)N1CCc2ccccc2C1
  2 | 4 | 0.9 | 1.2 | -0.5 | . | -1.1 | 0.7 | -2 | 0.6 | -2
COC(=O)c1cnc(Nc2nc(C(N)Cc3ccc(Cl)cc3)cs2)nc1C(F)(F)F (stereo not given)
  -1 | 27* | -1.7 | 1.4 | 0.4 | . | -1.8 | 1.8 | -4 | -0.2 | -3
CC(NC(=O)c1ccccc1F)c1nnc(SCC(=O)Nc2nccs2)n1C (stereo not given)
  -8 | 7 | -1.1 | -0.8 | 0.1 | -1.1 | -0.5 | -2.3 | -4 | -0.1 | -3
COc1ccc(S(=O)(=O)O/N=C2\CCSc3ccc(C)cc32)cc1
  -2 | 2 | -2.9 | 2.6 | -0.5 | 1.7 | -0.5 | 4.1 | -3 | 2.4 | -3
O=C(NCc1nnc(SCC(=O)N2CCCCC2)o1)c1c(F)cccc1F
  -6 | 0 | 0.2 | 2.5 | 0.1 | -0.2 | -0.9 | -0.5 | 1 | -1.4 | -3
C=C(C)Cn1c(Sc2nnc(C)s2)nc2c1c(=O)[nH]c(=O)n2C
  -1 | 6 | 3.7 | -1.1 | -0.9 | 0.0 | -1.2 | 1.2 | -2 | 0.0 | -2
CCOc1ccc(N=C(NN)c2ccc3ccccc3n2)cc1
  -12 | -2 | -10 | -3.8 | -1.7 | -1.1 | -3.0 | -11 | -4 | -0.4 | -5
CCOc1c(Br)cc(Br)cc1/C=C1\SC(N)=NC1=O
  -5 | 0 | 2.3 | 0.4 | 0.1 | 0.9 | -1.1 | -1.1 | 0 | -0.5 | -2
CCOC(=O)Cn1c(=O)oc2cc(S(=O)(=O)Nc3cccc(C)c3)ccc21
  3 | -8 | 0.2 | 0.6 | -0.9 | 0.0 | -1.4 | 0.4 | -2 | -0.1 | -6
COc1cccc(/C=N/NC(=O)C(=O)NCc2cccnc2)c1O
  2 | -7 | 0.4 | -3.0 | 0.9 | -0.8 | -0.8 | -0.1 | -3 | -1.4 | 1
O=C(Nc1ccc(NC(=S)NC(=O)c2ccccc2F)cc1)c1cccs1
  7 | -17 | 0.1 | -3.5 | -0.4 | -0.9 | -1.7 | 2.5 | 2 | -3.7 | -1
COc1ccc(Nc2cc(Nc3cccc(OC)c3)ncn2)cc1
  -6 | 6 | 7.8* | -0.6 | 1.1 | -0.9 | -0.6 | 5.4 | 13 | -1.0 | 4
Clc1ccc2nc(-c3ccco3)c(Cc3ccsc3)n2c1
  -45 | 9 | . | 2.5 | -0.1 | . | -0.1 | 0.7 | -17 | -0.7 | -2
CCCOC1CCCN(C(=O)c2ccc(OC3CCN(C(=O)COC)CC3)cc2)C1 (stereo not given)
  -6 | 8 | 3.6 | -0.6 | -0.2 | 0.8 | -1.3 | -1.5 | 0 | -0.9 | -1
CC1CCN(c2nc(-c3ccccc3O)nc3ccccc23)CC1
  -1 | 4 | -1.0 | 4.1 | 0.4 | 4.0 | 0.3 | 1.4 | 2 | 2.6 | -3
CCOCCCNC(=O)C(NC(=O)Cc1cccs1)c1ccccc1 (stereo not given)
  -2 | 0 | -2.2 | -0.6 | 0.3 | 1.2 | -1.6 | 1.9 | 2 | 2.0 | -1
COc1ccc(C)cc1N(C(=O)c1ccc(C#N)cc1)C1=NC(C)(C)CS1
  -3 | 0 | -0.5 | -0.1 | -0.5 | -0.8 | -1.2 | -1.1 | 5 | 1.6 | 0
CC12CC3CC(C)(C1)CC(C(=O)NCc1cccnc1)(C3)C2
  -8 | 5 | 0.4 | -0.7 | 0.3 | 0.0 | -0.4 | -0.1 | 1 | 0.8 | -3
CC1(C)CC(=O)C2=C(C1)OC(N)=C(C#N)C2c1ccsc1 (stereo not given)
  -1 | 3 | -2.1 | 0.4 | 0.0 | 0.9 | -0.7 | -2.7 | 1 | -1.1 | 1
NS(=O)(=O)c1ccc(NC(=O)COC(=O)c2cc3ccccc3oc2=O)cc1
  -21 | 4 | 0.1 | -1.3 | 0.5 | 0.7 | -1.5 | 1.3 | 0 | 2.3 | 0
O=C(NC1CCCCCC1)C1CCN(S(=O)(=O)N2CCC3(CC2)OCCO3)CC1
  4 | -2 | 0.8 | 0.8 | -0.7 | 1.0 | -0.9 | 0.2 | 1 | 1.8 | 9.9*
COc1cc(NC(=O)c2cc(OC)c(OC)c(OC)c2)ccc1NC(=O)c1cccs1
  -9 | -3 | -1.2 | -4.0 | -1.8 | -1.8 | -1.8 | -2.1 | -5 | -1.4 | -2
CCCCC(=O)N1CCN(c2nc3ccc(F)cc3s2)CC1
  -5 | 1 | 3.8 | 2.0 | 5.2* | 0.0 | -1.1 | 4.8 | 1 | 2.0 | -3
COc1ccc2nc(-c3ccccc3)cc(C(=O)OCC(=O)N3CCCCC3)c2c1
  i | -4 | 0.1 | -0.7 | -3.2 | -1.2 | -1.1 | 2.1 | -4 | 1.4 | -2
CCOC(=O)c1sc(=S)n(C)c1NC(=O)c1ccccc1
  5 | 8 | 1.4 | -0.8 | -0.2 | 0.8 | -1.1 | 1.7 | -3 | -2.3 | 7
CCc1ccc(N2C=C(C(=O)OC)C(c3ccccc3F)C(C#N)=C2N)cc1 (stereo not given)
  -46 | -7 | . | -1.6 | 2.5 | . | -1.4 | -1.3 | 2 | -2.7 | -6
COc1cc(OC)cc(C(=O)OC/C(O)=C(\C#N)c2nc3ccccc3[nH]2)c1
  -26 | 5 | 2.0 | 1.3 | -0.1 | -1.6 | -0.5 | 3.1 | 4 | -2.5 | -6
C[C@H](CO)N1C[C@H](C)[C@@H](CN(C)Cc2ccc(Oc3ccccc3)cc2)OCc2cnnn2CCCC1=O
  4 | -4 | 0.0 | -1.6 | 2.0 | 0.4 | -0.1 | -0.2 | 0 | -0.9 | 2
Cc1ccc(CN(C)C(=O)c2cccc(S(=O)(=O)N3CCN(c4ccccc4)CC3)c2)cc1
  2 | -8 | -1.9 | -2.3 | -2.0 | -1.8 | -1.2 | -4.0 | 3 | -1.4 | -2
O=C(OCc1cn(Cc2c(F)cccc2F)nn1)N1CCOCC1
  2 | 6 | . | -1.9 | 0.5 | . | -0.8 | 3.0 | 0 | . | -1
Cc1cc(C)c2c(=O)n(CC(=O)Nc3cccc(F)c3)sc2n1
  -11 | 2 | 2.5 | 2.1 | 0.2 | 1.1 | -1.4 | -0.7 | 10 | 0.5 | 1
COc1ccccc1C1SCCN1C(=O)c1ccc([N+](=O)[O-])cc1 (stereo not given)
  4 | -2 | 0.8 | -3.3 | -1.0 | -1.6 | -2.3 | -1.9 | 0 | -1.8 | 1
Nc1cc(=O)[nH]c(SCC(=O)Nc2ncc(C(F)(F)F)cc2Cl)n1
  -4 | 2 | 0.5 | -1.6 | -0.6 | -0.3 | -1.8 | 2.3 | 2 | 1.7 | 0
COc1ccccc1NC(=O)N1CCCC1C(=O)Nc1ccc2c(c1)OCO2 (stereo not given)
  0 | 0 | 1.0 | -1.3 | -0.1 | -0.1 | -1.2 | -1.4 | 3 | -2.0 | 3
CCOC(=O)Nc1ccc2c(c1)nc1n2CCN(CCOC)C1
  i | 3 | 1.8 | 1.2 | 0.6 | 2.0 | -1.2 | -0.2 | -1 | 0.1 | 2
CC1(C)O[C@@H]2[C@H](O1)[C@@H](CO)O[C@H]2n1cc(Br)c(=O)[nH]c1=O
  10 | 12 | 2.4 | -1.9 | 0.4 | 2.1 | -1.4 | 2.0 | 1 | -0.2 | -2
O=S(=O)(c1ccc(NC(=S)NCCC(c2ccccc2)c2ccccc2)cc1)N1CCOCC1
  -1 | -27 | 0.6 | -2.0 | -1.3 | -2.5 | -1.0 | 3.3 | 7 | -1.0 | -2
CCCc1cc(=O)[nH]c(SCC(=O)c2c(N)n(C)c(=O)n(C)c2=O)n1
  -4 | 2 | -1.0 | -1.8 | 0.1 | 0.1 | -1.6 | -1.9 | -2 | -0.7 | -1
Cn1c(O)c(N=NC(=O)CNC(=O)/C=C/c2ccccc2)c2ccccc21
  -4 | 1 | -1.2 | 0.3 | -0.5 | -0.4 | -1.4 | -0.4 | -5 | -6.0 | -1
COc1cc2c(cc1OC)C(c1cccs1)CC(=O)N2 (stereo not given)
  0 | 4 | 0.4 | -2.5 | -0.5 | -1.1 | -1.2 | 0.3 | -1 | 0.4 | 0
